From PubChem
Kir21 inh – inhibitors of mouse Kir2.1 inward-rectifier potassium channel; Inward rectifier potassium channel 2 (Mus musculus), P35561; HEK293-Kir2.1, FluxOR thallium flux fluorescence; stronger effect = lower value; B-score at 10 µM; 310,000 compounds, 0.85% hits;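 active = fluorescence ratio B-score at or below minus 3 SD of library scores, with starting-brightness B-score within 2 SD, cut at about -4.2 in these data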;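 note: channel flux triggered by added potassium and thallium sulfate stimulus; B-score of peak minus minimum fluorescence over baseline after thallium stimulus; more negative B-score means stronger Kir2.1 block with less thallium influx; some compounds called inactive have numbers as strong as hits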
Target sequence (P35561 whole entry, looked up): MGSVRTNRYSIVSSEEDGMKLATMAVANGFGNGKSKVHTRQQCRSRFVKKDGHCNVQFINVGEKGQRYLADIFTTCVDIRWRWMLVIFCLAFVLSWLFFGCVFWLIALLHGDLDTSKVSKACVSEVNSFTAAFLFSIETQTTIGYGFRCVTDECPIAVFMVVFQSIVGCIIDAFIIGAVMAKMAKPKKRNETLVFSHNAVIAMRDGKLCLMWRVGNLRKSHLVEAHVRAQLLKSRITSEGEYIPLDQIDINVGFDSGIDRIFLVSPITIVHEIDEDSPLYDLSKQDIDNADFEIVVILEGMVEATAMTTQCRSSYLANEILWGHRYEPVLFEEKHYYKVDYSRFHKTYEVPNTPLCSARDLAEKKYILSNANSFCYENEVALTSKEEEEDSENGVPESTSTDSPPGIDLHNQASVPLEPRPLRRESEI
CHT block – inhibitors of human choline transporter CHT. High affinity choline transporter 1 (Homo sapiens), Q9GZV3. CHT-expressing cells, membrane potential dye, choline response; stronger effect = lower value. B-score at 10 µM. 310,000 compounds, 0.86% hits. AID 488975, 2010;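 active = B-score over 3 SD under the library average, and starting fluorescence ratio not unusually high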;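 note: choline stimulus applied at its EC90 after an EC20 pre-addition; B-score computed on integrated fluorescence ratio after choline addition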
Target sequence (Q9GZV3 whole entry, looked up): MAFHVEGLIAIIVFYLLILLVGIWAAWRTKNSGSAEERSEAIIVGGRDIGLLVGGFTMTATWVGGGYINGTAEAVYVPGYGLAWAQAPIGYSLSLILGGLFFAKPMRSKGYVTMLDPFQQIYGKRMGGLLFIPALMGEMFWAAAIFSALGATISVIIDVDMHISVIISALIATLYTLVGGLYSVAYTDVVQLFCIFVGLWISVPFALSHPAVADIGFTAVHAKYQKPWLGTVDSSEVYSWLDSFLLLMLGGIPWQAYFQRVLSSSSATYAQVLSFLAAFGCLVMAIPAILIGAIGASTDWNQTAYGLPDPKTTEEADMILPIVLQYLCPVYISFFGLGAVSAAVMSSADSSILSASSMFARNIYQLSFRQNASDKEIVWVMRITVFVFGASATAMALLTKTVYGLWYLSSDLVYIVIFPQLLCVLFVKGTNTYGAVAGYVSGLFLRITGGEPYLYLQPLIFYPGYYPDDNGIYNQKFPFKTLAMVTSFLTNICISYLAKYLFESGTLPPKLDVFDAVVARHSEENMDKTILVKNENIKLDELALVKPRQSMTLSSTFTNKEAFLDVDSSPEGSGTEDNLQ
* = called active by the depositor; i = inactive; . = no result given.

| Kir21 inh | CHT block | SMILES |
| --- | --- | --- |
| 0.09 | i | O/N=C/c1ccc2cccc(OCc3ccccc3)c2n1 |
| -0.14 | i | CCSc1nc2c(c(=O)n1-c1ccc(F)cc1)SCC2 |
| -8.5* | i | CCOC(=O)C(NS(=O)(=O)c1ccc(Br)cc1)C(C)C (stereo not given) |
| 0.63 | i | CC(C)(C)OC(=O)N[C@@H](Cc1ccccc1)c1nnc(S(=O)(=O)Cc2cccc(F)c2)o1 |
| 0.95 | i | O=C(O)c1ccc2nnn(O)c2c1 |
| . | i | O=C1CCc2cc(S(=O)(=O)NC(C(=O)NCc3cccnc3)c3ccccc3)ccc2N1 (stereo not given) |
| -1.4 | i | Cc1sc2ncn(CC(=O)NCCCC(=O)N3CCN(Cc4ccc5c(c4)OCO5)CC3)c(=O)c2c1C |
| -0.09 | i | O=C(c1ccc(N2CCCCS2(=O)=O)cc1)N1CCN(c2ccccc2F)CC1 |
| -0.11 | i | CSc1ncc(CN2CCCC(C(=O)c3ccc(C(C)(C)C)cc3)C2)cn1 (stereo not given) |
| -1.6 | i | Cc1cc2oc(C(=O)N(Cc3ccccc3)C3CCS(=O)(=O)C3)c(C)c2cc1C (stereo not given) |
| -0.31 | i | Cc1ccc(C(=O)Nc2ccc(N3CCN(C(=O)c4ccco4)CC3)cc2)cc1 |
| -0.19 | i | COc1ccc(Cl)cc1NC(=O)CSc1nc(Nc2ccccc2)nc(N2CCOCC2)n1 |
| 0.17 | i | Cc1cn2c(nc(=O)c3cccnc32)s1 |
| -0.03 | i | O=C1CN(c2ccccc2)C(=S)N1c1ccccc1 |
| -1.8 | i | COc1ccc(OC)c(C(=O)NC(CC(N)=O)c2ccc(N3CCC(Cc4ccccc4)CC3)c([N+](=O)[O-])c2)c1 (stereo not given) |
| -5* | i | CCOc1ccccc1NC(=O)Cc1coc2cc(C)ccc12 |
| 0.2 | i | CC(=C/c1ccc(C(C)C)cc1)/C=N/NC(=O)Cn1nnnc1N |
| -1.8 | -5.6* | CC(C)(C)Nc1nc(Cl)nc(N(C#N)CN2C(=O)c3ccccc3S2(=O)=O)n1 |
| 1.9 | i | CN(C)Cc1nc2ccccc2c(=O)n1Cc1nc(-c2cccc([N+](=O)[O-])c2)cs1 |
| 1 | i | COc1cc(/C=C/C(=O)OCC(=O)N2CCCc3ccccc32)ccc1OC(F)F |
| -0.04 | i | CC(C)CC1NC(=O)N(CC(=O)N2CCN(S(=O)(=O)c3ccccc3)CC2)C1=O (stereo not given) |
| 0.74 | i | CCn1c(=S)ccc2ccc(OC)cc21 |
| -0.21 | i | CSCCC(C(=O)OCC(=O)c1ccc(C)c(C)c1)N1C(=O)c2ccccc2C1=O (stereo not given) |
| 0.98 | i | Cc1noc(C)c1COc1ccc(C(=O)OCC(=O)NCc2ccccc2Cl)cc1 |
| 0.27 | i | c1ccc(Nc2nc(-c3cccnc3)cs2)nc1 |
| 0.49 | i | C=CCN(CC=C)S(=O)(=O)c1ccc(C(=O)Nc2nnc(CSC)o2)cc1 |
| 0.28 | i | Cc1cc(F)ccc1S(=O)(=O)N1CCCOC1CNC(=O)C(=O)NC1CCCCC1 (stereo not given) |
| 1.8 | i | Cc1ccc(S(=O)(=O)N(C)CC(=O)Nc2ccncc2)cc1 |
| -1.7 | . | O=C1c2ccccc2-c2onc3ccc(N4CCCC4)c1c23 |
| 0.15 | i | COC(=O)c1cc2occc2n1CC(=O)Nc1cc(OC)cc(OC)c1 |

Full records from above:
Results for CCSc1nc2c(c(=O)n1-c1ccc(F)cc1)SCC2 = Kir21 inh: -0.14; CHT block: i
Results for COc1ccc(Cl)cc1NC(=O)CSc1nc(Nc2ccccc2)nc(N2CCOCC2)n1 = Kir21 inh: -0.19; CHT block: i
Results for COc1cc(/C=C/C(=O)OCC(=O)N2CCCc3ccccc32)ccc1OC(F)F = Kir21 inh: 1; CHT block: i

Next compounds follow:
| Kir21 inh | CHT block | SMILES |
| --- | --- | --- |
| -0.05 | i | CC(=O)Nc1ccc(C(=O)N/N=C/c2cccnc2)cc1 |
| 0.05 | i | CN(C)S(=O)(=O)c1ccc(Oc2ccc(S(=O)(=O)N(C)C)cc2)cc1 |
| 1.7 | i | Cc1cc(C)n(C(=O)CNc2ccc(C)c(C)c2)n1 |
| -1.4 | i | CC(C)CN(C(=O)CSc1nncs1)c1c(N)n(CC(C)C)c(=O)[nH]c1=O |
| -2.4 | i | CCN(CC1CCCN(CCc2cccc(F)c2)C1)C(=O)c1ccc(CSC)o1 (stereo not given) |
| -1.2 | i | CCN(CC)C(=O)CC(c1cc(OC)c(OC)c(OC)c1)c1c(OC)cc(OC)c2c(-c3ccccc3)cc(=O)oc12 (stereo not given) |
| . | i | O=C(OCC1O[C@@H](OC(=O)c2cc(O)c(O)c(O)c2)[C@@H](OC(=O)c2cc(O)c(O)c(O)c2)[C@@H](OC(=O)c2cc(O)c(O)c(O)c2)[C@@H]1OC(=O)c1cc(O)c(O)c(O)c1)c1cc(O)c(O)c(O)c1 (stereo not given in full) |
| . | i | CN1CCN(C(=O)C(Cc2ccccc2)NS(=O)(=O)c2ccc3c(c2)CCC(=O)N3)CC1 (stereo not given) |
| -0.32 | i | O=C(O)c1ccc(S(=O)(=O)NCC2CCCCC2)cc1 |
| -0.68 | i | CCN(CC)S(=O)(=O)c1ccc(N2CCOCC2)c(C(=O)O)c1 |
| 0.01 | i | Cc1cc(NC(=O)CN2C(=O)NC(C)(CCc3ccccc3)C2=O)no1 (stereo not given) |
| -0.99 | i | CN(C(=O)COC(=O)c1ccc2c(c1)OCO2)c1c(N)n(Cc2ccccc2)c(=O)[nH]c1=O |
| -0.24 | i | COc1ccc(C(C)(C)C)cc1NS(=O)(=O)c1cccc2cccnc12 |
| -1.1 | i | COc1ccc(CN2CCN(Cc3c[nH]c4ccccc34)CC2CCO)cc1C (stereo not given) |
| -0.05 | i | COc1ccc(C2NC(=O)CCC2[N+](=O)[O-])cc1OC (stereo not given) |
| 1.9 | i | CCOc1ccc(-c2cn(S(=O)(=O)c3cccc4nsnc34)nc2N)cc1 |
| 0.39 | i | Nc1nc(C(c2ccccc2)c2ccccc2)cs1 |
| 0.07 | i | NNC(=O)c1ccc(COc2ccc([N+](=O)[O-])cc2)o1 |
| 0.43 | i | CCN1C(=O)CC(N2CCOCC2)C1=O (stereo not given) |
| -1.9 | i | Oc1c(Br)cc2oc3c(c2c1CNCc1ccccc1)CCCC3 |
| 0.7 | i | CC(=O)OC(C#CCN1CCOCC1)c1ccccc1 (stereo not given) |
| 0.14 | i | CCCC(=O)Nc1ccc(NC(=S)NC(=O)c2cccs2)cc1 |
| -1.5 | i | CCN1CCN(C(c2cc3cc4c(cc3[nH]c2=O)OCO4)c2nnnn2C(C)(C)CC)CC1 (stereo not given) |
| -0.63 | i | COc1ccc(CCNC(=O)CCC(=O)N2CCOc3ccc(Cl)cc32)cc1OC |
| -1.9 | i | COc1ccc(C(=O)CSc2nnc(-c3cccnc3)n2Cc2ccco2)cc1 |
| -0.57 | i | Cc1ccc(-n2c(Cn3nc(C(F)(F)F)cc3C)n[nH]c2=S)cc1 |
| -1.6 | i | Cc1ccc(-c2csc(NC(=O)CSc3nc4ccccc4c(=O)n3CCCN(C)C)n2)cc1 |
| -0.94 | i | CCOc1ccccc1CNC(=O)Cn1ccc2cc(S(=O)(=O)N3CCCCCC3)ccc21 |
| 1.4 | i | O=C(Nc1ccc2c(c1)OCCO2)c1ccc(Br)o1 |
| -0.04 | i | Cc1cccc(CCNC(=O)c2cc(S(=O)(=O)N3CCCC3)cn2C)c1 |
| -1.4 | i | CC1=Nc2cc(C(=O)NCCCN3CCOCC3)ccc2Sc2c(C)ccc(C)c21 |
| 1.1 | i | O=C1c2ccccc2-c2c1cccc2C(=O)N1CCCCCC1 |
| -1.6 | i | Cc1nc2ccccc2c(=O)n1NC(=O)c1ccc(Cl)c(Cl)c1 |
| -0.37 | i | CC1C=CC(C)C(C(=O)O)C1C(=O)O (stereo not given) |
| 2 | i | CN1C(=O)CC(C(=O)O)SC1=Nc1cc(Cl)c(O)c(Cl)c1 (stereo not given) |
| 1.1 | i | CCCc1cc(C(N)=O)c(NC(=O)c2cc(C)on2)s1 |
| 0.77 | i | O=S(=O)(NCCc1csc(-c2ccc(C(F)(F)F)cc2)n1)c1ccc2c(c1)OCCO2 |
| 1.5 | i | C=CCN1CC(O)=C(c2nc3ccccc3[nH]2)C1=N |
| 0.87 | i | COc1ccc(/C=C/C(=O)NCC(c2ccc(F)cc2)N2CCOCC2)cc1OC (stereo not given) |
| -0.01 | i | Nc1n[nH]c(N)c1N=Nc1ccc(Cl)cc1Cl |
| -1.2 | i | Cc1ccccc1Nc1nnc(C)c(=O)[nH]1 |
| 0.9 | i | O=C(N/N=C/c1ccco1)C(O)C(O)C(=O)N/N=C/c1ccco1 (stereo not given) |
| 0.76 | i | CCOC(=O)c1nn(-c2ccccc2C)c2nc(-c3ccc(C)cc3)c(C#N)c(=O)n12 |
| 0.18 | i | Cc1ccc(/C=C/S(=O)(=O)NCC(=O)OCC(=O)NCc2ccccc2)cc1 |
| 0.73 | i | Cc1ccc(C2=NN(CC(=O)NCCC(C)C)C(=O)CC2)cc1 |
| 0.66 | i | N#Cc1c(Cc2cccc3ccccc23)nn(CCO)c1N |
| 2.4 | i | CCN(CC)CCN(C(=O)c1ccc2ccccc2c1)c1nc2cc3c(cc2s1)OCO3 |
| -0.27 | i | CCO[C@H]1OC(C(=O)N2CCN(Cc3ccccc3)CC2)=C[C@@H](c2ccc(C(F)(F)F)cc2)[C@@H]1CCCO |
| -0.13 | i | CCCC(=O)Nc1ccc2c(c1)nc1n2CCN(C2CCCCC2)C1 |
| 0.78 | i | COc1cc(/C=N/NC(N)=O)c(Br)cc1OCC(=O)Nc1ccccc1C |
| -0.3 | i | COc1ccc(-c2[nH]n(-c3ccc([N+](=O)[O-])cc3)c(=O)c2C=NCc2ccncc2)cc1 |
| 0.73 | i | COc1cc(OC)cc(C(=O)Nn2cc(C(=O)Nc3ccccc3F)c3ccccc3c2=O)c1 |
| 2 | i | C[C@]12CCC(O)CC1CCC1C2CC[C@]2(C)C(c3cc(C(F)(F)F)n[nH]3)CCC12 (stereo not given in full) |
| -1.7 | i | Cc1ccc(CC(=O)N(Cc2ccccc2)c2ccccn2)cc1 |
| -0.41 | i | O=C(COC(=O)C1C2CC3OC(=O)C1C3C2)Nc1ccc(F)cc1 (stereo not given) |
| -2.7 | i | Cc1cc2ccccn2c1C(=O)c1ccc([N+](=O)[O-])o1 |
| -3.4 | i | O=C(N/N=C/c1ccncc1)c1cccc(NC(=O)c2ccccc2Cl)c1 |
| -0.26 | i | COC(=O)c1cccc(NC(=O)C2C3CCC(C3)C2C(=O)O)c1 (stereo not given) |
| 1.9 | i | O=C(N/N=C/c1ccccn1)C1CC1 |
| 1.1 | i | COCCNC(=O)c1ccc(-n2c(SCc3ccncc3)nc3ccccc3c2=O)cc1 |

More structures.
| Kir21 inh | CHT block | SMILES |
| --- | --- | --- |
| -1.9 | i | Cc1ccc(N2CCN(C(=O)c3ccccc3NC(=O)/C=C\C(=O)O)CC2)cc1 |
| 0.8 | i | CCOC(=O)c1ccc(NC(=S)N2CCN(Cc3ccccc3)CC2)cc1 |
| -0.98 | i | CCOC(=O)COc1ccc(CCNC(C)=O)cc1 |
| -0.23 | i | O=C(CSc1ccc(Cl)cc1)Nc1ccc(-c2nc3ccccc3[nH]2)cc1 |
| -1.2 | i | COc1cccc(NC(=O)CCC2CCN(C(=O)c3c(C)noc3C)CC2)c1 |
| 2 | i | CCN1C(=O)CC(NC2CCN(C(=O)c3ccc(F)cc3)CC2)C1=O (stereo not given) |
| -0.49 | i | O=C1c2ccccc2C(=O)N1CCCc1nc(-c2ccccc2)no1 |
| 0.46 | i | CCOc1ccc(S(=O)(=O)Nc2cccc(-c3ccc(N4CCCCCC4)nn3)c2)cc1 |
| 0.04 | i | Cc1ccc(S(=O)(=O)N2CCCC(C(=O)NCCC(C)C)C2)cc1 (stereo not given) |
| -0.17 | i | COc1cc([N+](=O)[O-])cc(/C=N/NC(=O)Cn2nc(C)cc2C)c1O |
| 0.7 | i | CCOc1ccc(CCNC(=O)C2CCN(S(=O)(=O)N3CCC(C)CC3)CC2)cc1OCC |
| -1.6 | i | CN(C)C=NCCn1c(N2CCOCC2)nc2c1c(=O)n(C)c(=O)n2C |
| -4.6* | i | O=S(=O)(NCc1csc(-c2ccccc2)n1)c1ccc(Cl)s1 |
| 0.01 | i | COc1ccc(CNC(=O)C(c2ccncc2)N(C(=O)Cc2cccs2)c2ccccc2C)cc1 (stereo not given) |
| -1.1 | i | C/C=C\C(=O)Nc1cccc(C2=NOC3(C2)C[C@@H](C(N)=O)N(C(=O)C2(C)CC2)C3)c1 (stereo not given in full) |
| 1.5 | i | CC(C)=CCN1CCN(Cc2cn[nH]c2C2CCCCC2)CC1CCO (stereo not given) |
| -1.8 | i | O=C(Nc1ccc(S(=O)(=O)N2CCCC2)cc1)C1CC(=O)N(c2ccc(F)cc2)C1 (stereo not given) |
| -0.47 | i | CC1CCN(S(=O)(=O)c2ccc3c(c2)c(=O)c(C(=O)NCc2ccco2)cn3C)CC1 |
| 0.26 | i | FC(F)(F)c1cccc(NC(=S)N2CCN(c3ccccc3)CC2)c1 |
| 0.02 | i | CCCCN(C)C(=O)C1CCCN(S(=O)(=O)c2ccc3c(c2)oc(=O)n3C)C1 (stereo not given) |
| -0.23 | i | CC(C)CC(NC(=O)C1CCCN1C(=O)[C@@H](C)NC(=O)OCc1ccccc1)C(=O)NCC(N)=O (stereo not given in full) |

Kir21 inh, what is marked active above.
| Kir21 inh | CHT block | SMILES |
| --- | --- | --- |
| -8.5* | i | CCOC(=O)C(NS(=O)(=O)c1ccc(Br)cc1)C(C)C (stereo not given) |
| -5* | i | CCOc1ccccc1NC(=O)Cc1coc2cc(C)ccc12 |
| -4.6* | i | O=S(=O)(NCc1csc(-c2ccccc2)n1)c1ccc(Cl)s1 |
